Assay outcomes as filed in PubChem BioAssay.
Vc quorum ag – inducers of Vibrio cholerae quorum light production without autoinducers. V. cholerae BH1578 lux reporter, luminescence, 6 h. activation, % at 18.7 µM. 350,000 compounds, 0.16% hits. AID 588436; in the data active = activation mostly above about 9.7%, no sharp cut-off; inconclusive = no clear call, values can overlap the other calls; inactive = mostly below about 3.7%; note: not every result past the cut was called active; inactives centre near 0; reference of the scale not given here
TcdB GH inh – TcdB glycohydrolase inhibition; AID 652162; TcdB glycohydrolase enzymatic assay, plate reader; P18177; inhibition, % at 9.99 µM; 350,000 compounds, 0.24% hits; in the data active = inhibition above about 10%
Target sequence (P18177 whole entry, looked up): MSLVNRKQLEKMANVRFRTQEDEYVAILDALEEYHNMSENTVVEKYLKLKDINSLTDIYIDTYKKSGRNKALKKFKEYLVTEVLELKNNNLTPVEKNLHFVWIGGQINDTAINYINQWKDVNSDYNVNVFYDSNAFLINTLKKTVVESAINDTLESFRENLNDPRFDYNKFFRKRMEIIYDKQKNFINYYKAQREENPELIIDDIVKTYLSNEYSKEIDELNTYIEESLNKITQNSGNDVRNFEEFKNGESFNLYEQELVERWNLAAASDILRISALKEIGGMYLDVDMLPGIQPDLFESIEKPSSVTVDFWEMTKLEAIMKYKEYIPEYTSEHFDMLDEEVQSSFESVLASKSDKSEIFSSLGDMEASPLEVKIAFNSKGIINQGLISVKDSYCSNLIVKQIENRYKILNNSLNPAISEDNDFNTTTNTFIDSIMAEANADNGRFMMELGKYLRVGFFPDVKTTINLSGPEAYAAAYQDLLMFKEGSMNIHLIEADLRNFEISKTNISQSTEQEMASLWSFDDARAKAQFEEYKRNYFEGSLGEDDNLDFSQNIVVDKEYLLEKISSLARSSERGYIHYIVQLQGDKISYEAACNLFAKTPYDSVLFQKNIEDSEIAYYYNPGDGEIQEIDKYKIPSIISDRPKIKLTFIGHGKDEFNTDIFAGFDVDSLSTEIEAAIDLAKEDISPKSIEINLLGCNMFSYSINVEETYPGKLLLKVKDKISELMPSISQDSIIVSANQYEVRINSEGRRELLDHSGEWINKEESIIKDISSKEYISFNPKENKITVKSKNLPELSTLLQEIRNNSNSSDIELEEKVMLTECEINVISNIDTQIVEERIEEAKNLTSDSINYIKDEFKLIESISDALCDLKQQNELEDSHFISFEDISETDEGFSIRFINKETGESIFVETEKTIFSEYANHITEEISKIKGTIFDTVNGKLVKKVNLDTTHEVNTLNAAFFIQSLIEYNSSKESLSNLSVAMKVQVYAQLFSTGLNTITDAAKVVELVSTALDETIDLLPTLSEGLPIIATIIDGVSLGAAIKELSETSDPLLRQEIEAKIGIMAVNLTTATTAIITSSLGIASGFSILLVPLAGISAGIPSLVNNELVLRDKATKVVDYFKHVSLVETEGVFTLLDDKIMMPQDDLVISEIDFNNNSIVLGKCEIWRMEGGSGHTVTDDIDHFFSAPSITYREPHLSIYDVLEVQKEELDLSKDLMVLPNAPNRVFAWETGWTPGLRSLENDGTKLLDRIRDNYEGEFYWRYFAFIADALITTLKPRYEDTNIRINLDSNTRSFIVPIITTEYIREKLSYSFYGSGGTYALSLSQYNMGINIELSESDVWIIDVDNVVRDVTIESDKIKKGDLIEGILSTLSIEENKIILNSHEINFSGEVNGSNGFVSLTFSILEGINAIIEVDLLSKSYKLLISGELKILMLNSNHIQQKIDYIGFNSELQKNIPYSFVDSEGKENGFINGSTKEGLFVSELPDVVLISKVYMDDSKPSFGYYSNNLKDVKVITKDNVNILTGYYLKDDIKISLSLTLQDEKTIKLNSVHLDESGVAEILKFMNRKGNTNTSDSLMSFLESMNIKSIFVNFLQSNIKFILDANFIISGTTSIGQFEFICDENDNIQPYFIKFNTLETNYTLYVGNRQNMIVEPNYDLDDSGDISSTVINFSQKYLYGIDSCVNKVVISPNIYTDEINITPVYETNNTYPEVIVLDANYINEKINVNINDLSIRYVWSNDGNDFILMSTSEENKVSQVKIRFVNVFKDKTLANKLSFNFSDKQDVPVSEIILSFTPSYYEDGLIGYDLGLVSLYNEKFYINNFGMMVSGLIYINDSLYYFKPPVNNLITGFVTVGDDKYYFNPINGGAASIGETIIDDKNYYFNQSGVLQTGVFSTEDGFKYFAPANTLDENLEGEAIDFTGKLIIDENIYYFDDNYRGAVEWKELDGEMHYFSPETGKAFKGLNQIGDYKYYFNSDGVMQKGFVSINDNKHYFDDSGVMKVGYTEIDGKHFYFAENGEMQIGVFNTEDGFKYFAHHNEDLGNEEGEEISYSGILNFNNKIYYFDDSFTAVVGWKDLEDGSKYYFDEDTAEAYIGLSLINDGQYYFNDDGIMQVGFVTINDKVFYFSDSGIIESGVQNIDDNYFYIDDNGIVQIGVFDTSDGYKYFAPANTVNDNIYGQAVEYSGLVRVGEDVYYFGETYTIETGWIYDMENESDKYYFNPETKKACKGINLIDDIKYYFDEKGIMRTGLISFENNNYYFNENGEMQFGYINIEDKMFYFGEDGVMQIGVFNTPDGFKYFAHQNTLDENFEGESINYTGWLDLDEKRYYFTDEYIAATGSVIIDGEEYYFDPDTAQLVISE
Anthrax LF prot – blocks Bacillus anthracis lethal factor protease | multiplex microsphere protease cleavage assay, LF | inhibition, % at 10 µM | AID 588501 | P15917 | 360,000 compounds, 0.12% hits; in the data active = inhibition above about 30%; inconclusive = no clear call, values can overlap the other calls; note: plate controls were buffer without enzyme for full effect and enzyme alone for no effect
VHR inh abs – inhibitors of human VHR1 phosphatase (DUSP3); recombinant VHR phosphatase, pNPP absorbance; inhibition, % at 13.3 µM; 290,000 compounds, 0.52% hits; AID 1654; in the data active = inhibition above about 50%; note: some compounds called inactive have numbers as strong as hits
Y pestis TopoI – blocks Yersinia pestis topoisomerase I activity | AID 504884 | Y. pestis Topo-I cleavage product accumulation, plate reader | activity, % at 10 µM | 360,000 compounds, 0.064% hits; in the data active = activity above about 50%, passing the limit was not always enough; inconclusive = no clear call, values can overlap the other calls; note: inactives centre near 2
PfHsp40 rescue – restores yeast growth despite PfHsp40 toxicity; S. cerevisiae expressing PfHsp40, growth rescue, ATP luminescence; growth rescue, % at 12.5 µM; 340,000 compounds, 0.68% hits; AID 504582; in the data active = growth rescue above about 28%, passing the limit was not always enough; inconclusive = no clear call, values can overlap the other calls;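 note: yeast W303a lacking pdr1 and pdr3 grown in galactose medium; growth measured after three days at 30 °C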
SARS 3CLpro inh – SARS-CoV 3CLpro protease inhibition | P0C6X7 | recombinant SARS-CoV 3CLpro, quenched FRET peptide cleavage | inhibition, % at 6 µM | 290,000 compounds, 0.14% hits; in the data active = inhibition above about 12%
SSB-PriA inh – K. pneumoniae PriA-SSBct interaction inhibition; AlphaScreen SSBct-PriA binding, biotinylated peptide; inhibition, % at 33 µM; 430,000 compounds, 0.6% hits; in the data active = inhibition mostly above about 37%, no sharp cut-off; inactive = mostly below about 20%;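 note: plate controls were negative control peptide for no effect and reference peptide for full effect; strong numbers were not always called active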
MazF activator – MazEF (E. coli) toxin RNase activation. FAM/BHQ RNA-DNA oligo cleavage fluorescence, 5 h. 350,000 compounds, 0.32% hits. activation, % at 20 µM. P0AE70; in the data active = activation above about 50%
Rv3671c inh – Rv3671c (M. tuberculosis) protease inhibition | inhibition, % at 5.96 µM | 320,000 compounds, 0.048% hits; in the data active = inhibition above about 38%;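 note: extracellular domain of Rv3671c used as enzyme; 0% = enzyme with DMSO and 100% = no enzyme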
The depositor's hits bear a star; i = inactive; ? = inconclusive; / = no result given; & = joins results of further samples. These rows are one share of the data, so the mix of outcomes need not match the whole.

SMILES	Vc quorum ag	TcdB GH inh	Anthrax LF prot	VHR inh abs	Y pestis TopoI	PfHsp40 rescue	SARS 3CLpro inh	SSB-PriA inh	MazF activator	Rv3671c inh
COCCNC(=O)C(c1ccco1)N(C(=O)Cn1nnc2ccccc21)c1cccc(C)c1C (stereo unspecified)	5.0	/	1	-17	5	0.7	-4	-7	-4	-11
COc1ccc2c(Cl)c(C(N)=O)sc2c1	-1.4	/	-1	6	3	1.1	-5	2	1	-7
CCN(CC(=O)Nc1ccc(NC(C)=O)cc1)C(=O)CCCSc1nc2ccccc2[nH]1	i	-1.0	0	/	9	0.3	/	-1	0	-8
CCSc1nc2sc3c(c2c(=O)n1CC)CC(C)(C)OC3	-0.3	/	-2	20	22	-1.3	-3	-1	0	0
CCO[C@@H]1OC(C(=O)N2CCN(Cc3ccc4c(c3)OCO4)CC2)=C[C@H](C)[C@H]1CCCO	i	-6.1&0.3	-7	12	1	0.0	0	1	-3	-5
COc1ccccc1NC(=O)CCNS(=O)(=O)c1ccc2c(c1)CC(C)N2C(=O)C1CC1 (stereo unspecified)	-0.5	1.5	-1	-2	2	12	-2	-2	2	9
Cc1onc(-c2ccccc2)c1C(=O)Nc1ccccc1N1CCOCC1	-0.1	/	-3	-11	19	0.2	5	4	-6	-12
COc1ccc(NC(=O)c2cc(-c3cc(F)ccc3OC)n[nH]2)cn1	-0.1	-3.7	7	/	-1	/	/	/	/	/
O=C(COc1ccccc1-c1ccccc1)NCc1cccc(Cl)c1	i	0.9	-4	32	2	3.1	-4	-71	-9	-5
Cc1cccc(OCC(=O)Nc2ccc(C(=O)c3ccc(C(=O)O)cc3)cc2)c1	0.0	1.4	-1	6	11	0.4	-1	-9	1	-4
CC1CCCCN1CCCNC(=O)C1CCN(c2nnc(-n3cccc3)s2)CC1 (stereo unspecified)	-0.3	0.2	0	62	1	-1.8	0	1	8	5
O=C(C1COc2ccccc2O1)N1CCN(c2ccccn2)CC1 (stereo unspecified)	i	0.7	?	/	-1	0.2	/	8	6	2
Cc1oc(C(=O)O)cc1COc1ccc2c3c(c(=O)oc2c1)CCC3	i	/	-4	-2	3	0.7	-4	-1	1	1
Nc1nnc2c(C(F)(F)F)nc3ccccc3n12	-1.2	0.4	-13	16	-5	-0.6	0	-12	5	-5
O=S(=O)(Nc1ccc2c(c1)OCCO2)c1ccc(F)cc1	i	/	5	24	-4	-0.2	2	0	2	4
CCOc1ccc(Br)cc1S(=O)(=O)Nc1nc(CN2CCOCC2)nc2sc(C)c(C)c12	i	/	-2	21	39	-1.3	0	-8	-12	-1
CCC(=O)c1ccc(OCC(=O)OCC(=O)c2c(N)n(C)c(=O)n(C)c2=O)cc1	i	2.6	-8	/	4	-1.0	/	6	5	-2
COc1ccc(NC(=O)COc2coc(CN3CCc4ccccc4C3)cc2=O)cc1	0.0	2.5	-2	/	-4	-0.8	/	-13	1	1
CCC(C(=O)NCCc1ccccc1)c1ccccc1 (stereo unspecified)	i	0.8	2	7	-7	0.7	2	-28	1	3
COc1cc(OC)c2ccc(=O)oc2c1C(CCN1CCCC(C)C1)c1ccc(N(C)C)cc1 (stereo unspecified)	2.2	-0.2	-1	10	4	-0.2	/	14	15	-1
CCOC(=O)C1CCCN(C(=O)/C=C/c2ccc(OC)cc2)C1 (stereo unspecified)	-0.3	-6.2	2	8	2	1.1	2	-21	-2	6
O=C(NCc1ccccc1Cl)c1ccc2sc([C@H]3C[C@H](O)[C@@H](CO)O3)nc2c1	i	0.6	-10	/	-1	/	/	/	/	/
CCN(CC)C(=O)CSc1nnc2nnc3cc(OC)ccc3n12	-0.6	1.4	/	16	-4	/	4	-6	-141	-5
Cc1cnc(CN(C)C(=O)c2ccc3oc(Cc4ccc(Cl)cc4)nc3c2)[nH]1	-0.2	-0.3	-1	2	10	-1.1	-4	13	5	-3
CC(C)[C@H](NC(=O)c1ccccc1)C(=O)O	i	0.9	4	12	1	-0.5	-8	-2	5	-8
CCOC(=O)C1=C(CN2CCN(C(=O)c3ccco3)CC2)NC(=O)NC1c1ccccc1 (stereo unspecified)	-0.2	/	1	11	10	2.5	-2	-16	5	7
CCOC(=O)C1(C)CCCN(C(=O)c2cccc(Cl)c2)C1 (stereo unspecified)	1.2	-0.2	8	/	0	/	/	/	/	/
NS(=O)(=O)c1ccc(NC(=S)Nc2cc(Cl)c(Cl)cc2Cl)cc1	-2.2	1.7	2	-8	-10	-1.1	4	-5	3	-10
CC(C)CC(C)N1CCC(n2nccc2NC(=O)CCc2ccccc2)CC1 (stereo unspecified)	-0.4	-2.5	-1	42	-8	-0.4	-5	-9	12	-5
c1ccc2sc(NCC3CCCO3)nc2c1 (stereo unspecified)	-1.9	0.6	0	13	5	1.8	8	-25	8	-7
O=C(NCc1ccccn1)Nc1cccc(Cl)c1	-3.6	1.7	2	36	8	?	3	-2	7	-5
CN1CCC(N(C)C(=O)c2sc3cc(F)ccc3c2Cl)CC1	-0.5	0.1	-1	17	-4	-1.4	2	-1	-2	7
C=CCn1c(SCC(=O)Nc2cccc3ccccc23)nnc1-c1cnccn1	3.0	/	-3	-5	21	-0.4	-1	-4	7	-7
Cc1ccc(F)cc1NC(=O)C1C2CCC(O2)C1C(=O)O (stereo unspecified)	-0.7	0.1	-8	-4	-2	-0.5	-5	0	2	-4
Cc1cccc(NC(=O)C2CC(=O)N/C(=N/N=C/c3ccco3)S2)c1 (stereo unspecified)	-0.8	/	8	23	7	0.2	0	/	3	-30
CC1=C(C(=O)N2CCOCC2)CC(CC(=O)NC2CCCC2)C(=O)N1Cc1ccccc1 (stereo unspecified)	-0.5	1.2	0	/	5	/	/	/	0	/
Cc1cc(C)c(NC(=O)C2CC(=O)N(C(C)C)C2)c(C)c1 (stereo unspecified)	-0.3	-0.4	0	-3	-3	-0.2	0	-4	5	0
COC(=O)c1c(NC(=S)Nc2ccccc2Cl)sc(C)c1C	i	/	-3	41	-1	17	3	8	-2	1
CC(C)(C)S(=O)N1Cc2cc(=O)n(Cc3ccccc3)c(CCO)c2[C@@H]1CCO (stereo partly specified)	i	1.2	-4	/	5	-0.3	/	-5	-15	/
CCCc1ccc(NC(C)C(=O)Nc2ccc(S(=O)(=O)N3CCOCC3)cc2)cc1 (stereo unspecified)	i	-4.0	-5	/	25	0.9	/	17	-3	/
O=C(O)c1ccc(-c2cccc(Cl)c2)o1	i	-0.3	0	/	2	-0.6	-3	-9	-7	4
Cc1nc2sc(C(=O)c3ccccc3)c(N)c2c2c1CCCC2	7.0	0.8	2	7	32	9.9	-2	-39	1	-2
CCCCNC(=O)CCc1c(C)nc2nc(-c3cc(OC)cc(OC)c3)nn2c1C	-0.5	/	3	28	-7	0.2	0	-15	-3	-2
CC(C)N1CCc2c(sc(NC(=O)c3ccc(C(=O)c4ccccc4)cc3)c2C(N)=O)C1	-0.3	0.6	0	9	-5	1.0	-3	81*	-18	-17
Cc1ccc(C)c(S(=O)(=O)N2CCCCC2CCNC(=O)C(=O)NC2CC2)c1 (stereo unspecified)	-0.7	0.4	-3	/	2	/	/	-11	2	-2
CCOc1ccccc1C(=O)NC1CCN(Cc2nnnn2C2CCCC2)CC1	i	/	-2	15	18	0.9	-4	-2	11	/
CCOC(=O)c1c(C)c(P(=S)(N2CCOCC2)N2CCOCC2)n(C)c1C	0.1	/	-4	19	6	-1.5	2	-10	3	-5
O=C(Nc1ccc(N2CCN(C(=O)c3ccccc3)CC2)cc1)c1ccc2c(c1)OCO2	i	/	-10	17	1	-0.4	2	12	7	8
COc1ccc(C(=O)NNC(=O)C(C)NC(=O)c2ccccc2NC(=O)c2ccco2)cc1 (stereo unspecified)	-0.7	-0.5	1	30	-4	-0.3	-5	1	6	7
CN1CCN(C(=S)NC(=O)/C=C/c2ccccc2)CC1	-0.4	/	-2	-2	-1	1.0	4	2	-2	1
O=C1/C(=C2\C(=O)N(Cc3ccc(F)cc3)c3ccccc32)SC(=S)N1CCS(=O)(=O)O	-1.2	-0.2	-6	28	9	-1.0	6	-13	-23	-3
Cc1cccn2c(CN(C)C3CCOC3)c(C(=O)N3CCCCC3)nc12 (stereo unspecified)	i	-0.2	2	27	4	0.8	-1	-12	5	-1
CC(C)(C)NC(=O)Cn1c(-c2nonc2N)nc2ccccc21	i	/	0	2	4	0.1	-3	1	7	1
NC(=O)CSc1nc2ccccc2c(=O)n1Cc1ccco1	i	/	1	-5	2	2.0	-2	3	0	-4
CCC(C)N(C(=O)COC(=O)C1C(C(=O)OC)=C(C)NC(C)=C1C(=O)OC)C1CCS(=O)(=O)C1 (stereo unspecified)	-0.3	-0.3	0	15	-2	0.7	1	-4	9	5
Cc1cccc(C)c1OCc1cc(C(=O)NCC2COCCO2)no1 (stereo unspecified)	-0.4	1.9	5	22	0	-1.6	-2	0	-3	-14
COc1ccc(CN2CCNC(=O)C2CC(=O)NCCc2nc(C)c3c(n2)CCC3)cc1C (stereo unspecified)	-0.1	0.1	0	-2	13	1.4	-3	17	6	-7
Cn1c(=S)c2[nH]c(SCC3CCCO3)nc2n(C)c1=O (stereo unspecified)	-0.8	0.7	-10	/	5	6.4	/	-10	8	/
CC1=C(C(=O)OCC(C)C)C23C(=O)c4ccccc4C2(O1)OC(N)=C3C#N (stereo unspecified)	-7.1	-0.3	-2	19	-5	-0.1	4	3	2	-3
COc1ccc(OCC(=O)NS(=O)(=O)c2ccc(Cl)cc2)cc1	-0.4	0.2	-2	-12	-3	0.2	6	-21	5	5

Overlap with the part before: 4 compounds; new compounds follow.
SMILES	Vc quorum ag	TcdB GH inh	Anthrax LF prot	VHR inh abs	Y pestis TopoI	PfHsp40 rescue	SARS 3CLpro inh	SSB-PriA inh	MazF activator	Rv3671c inh
COc1ccc(CN2CCNC(=O)C2CC(=O)NCCc2nc(C)c3c(n2)CCC3)cc1C (stereo unspecified)	-0.1	0.1	0	-2	13	1.4	-3	17	6	-7
Cn1c(=S)c2[nH]c(SCC3CCCO3)nc2n(C)c1=O (stereo unspecified)	-0.8	0.7	-10	/	5	6.4	/	-10	8	/
CC1=C(C(=O)OCC(C)C)C23C(=O)c4ccccc4C2(O1)OC(N)=C3C#N (stereo unspecified)	-7.1	-0.3	-2	19	-5	-0.1	4	3	2	-3
COc1ccc(OCC(=O)NS(=O)(=O)c2ccc(Cl)cc2)cc1	-0.4	0.2	-2	-12	-3	0.2	6	-21	5	5
COc1ccc(C(CNC(=O)CCNS(=O)(=O)c2ccc(C)cc2)N2CCOCC2)cc1 (stereo unspecified)	1.3	2.0	/	/	0	18	/	-6	4	6
Cc1ccc(C(=O)NCc2ccccn2)cc1S(=O)(=O)N1CCOCC1	-0.1	1.2	4	/	-2	-1.3	/	-1	2	-2
COc1ccc(NC(=O)C2CCCN2S(=O)(=O)c2cccc3nsnc23)c(OC)c1 (stereo unspecified)	-0.4	/	-2	60*	6	2.7	-1	-16	-19	-8
Clc1ccc(-c2csc(N3CCCCCC3)n2)cc1	-0.4	0.3	-8	16	20	0.8	0	-17	-19	3
c1ccc(CCNc2nc(-c3cccnc3)cs2)cc1	-4.0	2.4	-10	10	9	0.3	1	2	4	-1
O=C(Nc1nnc(C2CC2)s1)c1cc2ccccc2o1	-1.2	0.7	1	/	3	0.6	/	-15	-2	/
COc1ccc(N(C)S(=O)(=O)c2ccc(Cl)c(C(=O)NNC(=O)c3ccccc3O)c2)cc1	i	0.9	0	/	-14	248*	/	-6	-3	/

Entries of single compounds, looked up by structure. Order of screens: Vc quorum ag | TcdB GH inh | Anthrax LF prot | VHR inh abs | Y pestis TopoI | PfHsp40 rescue | SARS 3CLpro inh | SSB-PriA inh | MazF activator | Rv3671c inh
Clc1ccc(-c2csc(N3CCCCCC3)n2)cc1 is listed with -0.4 | 0.3 | -8 | 16 | 20 | 0.8 | 0 | -17 | -19 | 3
COc1ccc(NC(=O)C2CCCN2S(=O)(=O)c2cccc3nsnc23)c(OC)c1 (stereo unspecified) is listed with -0.4 | / | -2 | 60* | 6 | 2.7 | -1 | -16 | -19 | -8
